# WRN inhibitor – WRN helicase (human) inhibition; Q14191; WRN helicase unwinding, fluorescent forked duplex, kinetic; Potency, µM (doses to about 114 µM), for the others: at the highest dose activity change, negative = inhibition, actives largely listed as inhibitors; 360,000 compounds, 0.46% hits; AID 651768; note: potency is the fitted concentration of half-maximal effect; % is set by controls: 0 for no effect and ±100 for the full control effect; nearly all actives have a fitted effect of over 55% in size
#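 Screening of the MLSMR collection measured strand separation of a quenched forked DNA duplex (100 nM) by 20 nM WRN with 2 mM ATP, all final. Compounds were preincubated with enzyme 15 min at room temperature.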
# PI5P4K alpha inh – blocks human PI5P4K alpha kinase activity. P48426. PI5P4Kalpha enzyme, ADP-Glo luminescence, 60 min; hits give low values. max response, %. 330,000 compounds, 1.2% hits. AID 652105; active = max response of -50% or lower; inconclusive = between -30% and -50%; inactive = -30% or higher; note: value at the top dose of about 77 µM; % is set by controls: 0 for no effect and ±100 for the full control effect
# Target sequence (P48426 whole entry, looked up): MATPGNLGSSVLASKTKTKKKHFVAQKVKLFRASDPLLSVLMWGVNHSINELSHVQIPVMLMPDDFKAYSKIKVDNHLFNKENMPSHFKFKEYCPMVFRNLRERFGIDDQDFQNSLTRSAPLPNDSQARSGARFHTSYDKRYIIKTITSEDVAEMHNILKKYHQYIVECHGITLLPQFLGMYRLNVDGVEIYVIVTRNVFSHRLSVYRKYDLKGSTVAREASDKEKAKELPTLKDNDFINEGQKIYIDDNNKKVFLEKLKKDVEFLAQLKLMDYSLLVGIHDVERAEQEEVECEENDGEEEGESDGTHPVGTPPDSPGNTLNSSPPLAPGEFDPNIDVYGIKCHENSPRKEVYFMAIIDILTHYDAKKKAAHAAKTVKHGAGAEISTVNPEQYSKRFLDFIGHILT
#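 ADP-Glo luminescence end-point read after a 60 min room-temperature kinase reaction of PI5P4Kalpha plus substrate, initiated with ATP at 5 microM final. Buffer: 0.038 M HEPES pH 7.4, EGTA, 0.1% CHAPS, 5% DMSO.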
# EPAC1 agonist – EPAC1 (human) agonism; O95398; EPAC1 agonist qHTS, biochemical assay; response scale: 100% = response to 6.5 mM cAMP; Potency, µM (titrated, usually from 154 µM), for the others: top-dose activation, hits mostly activators; 360,000 compounds, 0.073% hits; AID 720707; note: potency is the fitted concentration of half-maximal effect; nearly all actives have a fitted effect of over 60% in size
#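 Compounds were pinned as a concentration titration into mixtures of EPAC1 (100 nM), BODIPY-GDP-loaded Rap1B (250 nM) and GDP (50 uM). After 5 min at room temperature, fluorescence was followed for 30 min; activity was scaled to 6.5 mM cAMP.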
# EPAC1 antag – antagonists of human EPAC1; EPAC1 GEF assay, Rap1b-BODIPY-GDP exchange fluorescence; 360,000 compounds, 0.14% hits; AID 720709; Potency, µM (series often up to 115 µM), for the others: top-dose activity change, negative = inhibition, hits mostly inhibitors;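 note: potency is the fitted concentration of half-maximal effect; plate controls were vehicle for no effect and positive control for full effect; nearly all actives have a fitted effect of over 50% in size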
# FUS yeast rescue – rescues growth of FUS-expressing yeast; S. cerevisiae FUS-expressing, growth rescue, OD600, 24 h; Potency, µM (titrated, usually from 76.6 µM), without a hit: top-dose growth rescue (activation), usual class: activators; 390,000 compounds, 0.24% hits;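 note: potency is the fitted concentration of half-maximal effect; plate controls were DMSO vehicle for no effect and reference control for full effect; nearly all actives have a fitted effect of over 55% in size; some results filed as inactive show a strong effect at the top dose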
#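 Yeast FUS proteinopathy model; galactose-induced FUS (2%), starting OD 0.005. Cpds in dilution series, 24hr, 30C, 99% humidity. Abs 600 nm growth. Pos ctrl CP55940 (top 92uM final); neg ctrl DMSO.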
# PLK1 PBD inh – inhibitors of human PLK1 polo-box domain binding. P53350. Plk1 PBD binding of FITC phosphopeptide, fluorescence polarization. Potency, µM, for inactives: max response, negative = inhibition, actives largely listed as inhibitors. 360,000 compounds, 2.8% hits. AID 720504; note: potency is the fitted concentration of half-maximal effect; series mostly up to about 57 µM; % is set by controls: 0 for no effect and ±100 for the full control effect; nearly all actives have a fitted effect of over 65% in size
# Target sequence (P53350 whole entry, looked up, the tested form may be a part): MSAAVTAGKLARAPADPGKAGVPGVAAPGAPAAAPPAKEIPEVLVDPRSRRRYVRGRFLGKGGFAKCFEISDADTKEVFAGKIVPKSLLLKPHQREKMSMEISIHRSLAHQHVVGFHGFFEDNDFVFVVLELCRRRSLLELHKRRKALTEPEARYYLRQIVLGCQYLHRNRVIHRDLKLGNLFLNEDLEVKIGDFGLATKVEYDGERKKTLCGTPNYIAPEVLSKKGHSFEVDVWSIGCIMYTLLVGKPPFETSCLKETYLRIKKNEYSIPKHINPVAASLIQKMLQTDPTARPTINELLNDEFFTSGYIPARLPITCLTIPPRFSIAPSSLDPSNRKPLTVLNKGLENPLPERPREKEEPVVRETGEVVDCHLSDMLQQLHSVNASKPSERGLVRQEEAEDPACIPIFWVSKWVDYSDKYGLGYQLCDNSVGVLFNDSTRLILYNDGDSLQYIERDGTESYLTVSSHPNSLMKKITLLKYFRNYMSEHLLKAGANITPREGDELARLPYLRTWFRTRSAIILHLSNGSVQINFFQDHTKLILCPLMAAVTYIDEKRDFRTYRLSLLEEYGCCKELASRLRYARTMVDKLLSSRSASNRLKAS
# IL-2 act – activates IL-2 in a cell-based reporter assay | IL-2 activation reporter assay, cell-based qHTS; stimulated with anti-CD3/CD4/CD28 beads; in transgenic mouse T cells | 360,000 compounds, 0.065% hits | AID 652025 | activation, % (series mostly up to about 46 µM); in the data active = activation above about 50%; inconclusive = mostly about 30% to 49%; note: 0% is about no effect
#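 Quantitative HTS in unstimulated transgenic mouse T cells, with memory T cells as non-tolerant control and PMA/ionomycin as tolerance-bypass control. Compound pretreatment lasted 60 minutes before 18 h bead stimulation; EGFP/DsRed fluorescence read.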
# Abeta yeast res – compounds reversing amyloid beta toxicity in yeast; yeast expressing A-beta42, growth rescue, OD600, 48 h; response scale: 0% DMSO, 100% iron-clioquinol control; Potency, µM (top dose mostly 46.1 µM), for inactives: at the highest dose growth rescue, actives largely listed as activators; 410,000 compounds, 0.063% hits; AID 1347071; note: potency is the fitted concentration of half-maximal effect; nearly all actives have a fitted effect of over 55% in size
#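 Yeast growth medium received pinned compounds, then yeast cells expressing toxic A-beta were added; plates incubated at 30 C for 48 hr. Growth read as absorbance at 600 nm, normalized to DMSO and equimolar FeCl3 plus clioquinol controls.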
# * marks the source's active call; other numbers are inactive results; ? = inconclusive; . = not tested or not shown; [ ] = dose if it differs, or a comment. Unless noted, calls come from the whole dose curve; as a rule, active = well fitted curve in the direction sought with a large enough effect; inconclusive = small, poorly fitted or top-dose-only effect, or another doubt; inactive = no such curve, though single readings can be large; an effect the other way counts as inactive or inconclusive. Not a hit list; overall some 4.1% were active at least once.
# Start of the data: the first three compounds, ahead of the listing:
SMILES,WRN inhibitor,PI5P4K alpha inh,EPAC1 agonist,EPAC1 antag,FUS yeast rescue,PLK1 PBD inh,IL-2 act,Abeta yeast res
O=C(COC(=O)CNC(=O)c1cccc(OC(F)F)c1)NCc1ccc2c(c1)OCO2,7.3%,6.5,2.8%,-6.5%,-17.7%,-5.5%,1.7,-8.2%
c1cncc(C(c2nnnn2C2CCCC2)N2CCCC2)c1 (centres undefined),-3.0%,.,6.6%,6.5%,9.5%,-15.4%,-1.5,6.7%
COCCCN1C(=O)C(=O)/C(=C(/O)c2ccc(S(=O)(=O)N3CCOCC3)cc2)C1c1cccc(Cl)c1 (centres undefined),-5.9%,-0.3,2.7%,-6.0%,22.1%,-6.2%,-1.3,-0.2%

# The listing (from the top)
SMILES,WRN inhibitor,PI5P4K alpha inh,EPAC1 agonist,EPAC1 antag,FUS yeast rescue,PLK1 PBD inh,IL-2 act,Abeta yeast res
O=C(COC(=O)CNC(=O)c1cccc(OC(F)F)c1)NCc1ccc2c(c1)OCO2,7.3%,6.5,2.8%,-6.5%,-17.7%,-5.5%,1.7,-8.2%
c1cncc(C(c2nnnn2C2CCCC2)N2CCCC2)c1 (centres undefined),-3.0%,.,6.6%,6.5%,9.5%,-15.4%,-1.5,6.7%
COCCCN1C(=O)C(=O)/C(=C(/O)c2ccc(S(=O)(=O)N3CCOCC3)cc2)C1c1cccc(Cl)c1 (centres undefined),-5.9%,-0.3,2.7%,-6.0%,22.1%,-6.2%,-1.3,-0.2%
CCOc1ccc2c(c1)ncn2Cc1ccccc1,-1.8%,-12.4,6.9%,-3.1%,1.8%,?,1.2,1.6%
O=C(NCCCN1CCOCC1)c1cc2c(s1)CCCC2,3.9%,5.8,-3.5%,0.3%,6.3%,-12.8%,1.1,-9.1%
O=C(O)C1CC(=O)N(c2ccc(F)c(F)c2)C1 (centres undefined),-34.7%[57.1 µM],5.1,-0.1%,-14.5%,-1.4%,-8.2%,1.5,2.7%
COc1ccc(CCNC(=O)c2cc3sc(Cl)cc3n2C)cc1OC,0.7%,5.5,7.3%,-17.2%,13.2%,-17.4%,1.0,-22.1%
COC(=O)c1c(C)[nH]c(C(=O)CSc2ccc(Cl)cc2)c1C,?,1.3,-12.6%,17.0%,11.6%,-25.1%,-3.1,-1.7%
O=C(NCCCc1ccncc1)C1CCC(=O)N(Cc2cccc(F)c2)C1 (centres undefined),1.6%,-10.8,-4.8%,6.9%,16.6%,29.9µM*,-0.8,2.6%
Cc1cc(C)n(-c2ccc(C(=O)OCC(=O)Nc3ccc(S(N)(=O)=O)cc3)cc2)n1,-21.2%,-8.6,10.6%,-9.6%,23.4%,0.4%,-0.1,1.4%
CC(CCO)Nc1nc2c(c(=O)n(C)c(=O)n2C)n1Cc1cccc(Br)c1 (centres undefined),-3.7%[57.1 µM],.,-2.9%,5.3%,11.0%,-6.4%,-1.2,14.8%
Cc1ccc(C)c(S(=O)(=O)N2CCN(C(=O)Cc3sc(C)nc3-c3ccc(F)cc3)CC2)c1,-15.3%,1.9,8.4%,12.2%,.,-3.4%,-3.3,0.0%
O=C(Cc1ccc(Cl)cc1)Nc1ccccc1N1CCN(C(=O)c2ccccc2)CC1,11.9%,2.3,9.0%,21.7%,42.6%,-3.5%,-3.9,-12.1%
CC1(C)C2C/C(=N\O)C(C)(/[N+]([O-])=C/c3cccc([N+](=O)[O-])c3)CC21 (centres undefined),5.4%,-7.2,3.5%,0.0%,4.3%,-13.5%,0.4,5.4%
O=C(Cn1ncc2c3ccccc3n(Cc3cccc(Cl)c3)c2c1=O)NCc1ccccn1,1.3%,-21.9,-0.3%,-14.0%,-9.9%,28.5%,-0.6,-9.4%
CCCNC(=O)N(C)c1nncnc1C(=O)NC,5.4%,.,-3.8%,0.0%,3.1%,-4.6%,-1.5,5.8%
Cc1cc(-c2nnc(SCC(=O)NC3CC3)n2C(C)C)cs1,-2.3%,3.6,-2.0%,8.9%,.,-0.6%,1.8,1.7%
COc1ccc(N2CCN(C(=O)CCc3cc(OC)c(OC)c(OC)c3)CC2)cc1,-1.9%,4.5,11.7%,8.5%,-16.3%,-6.3%,-0.3,-10.8%
NNC(=O)CN1C(c2ccc(Br)cc2)=Nc2ccc(Br)cc2C1c1ccccc1 (centres undefined),-3.6%,-6.4,3.3%,-8.0%,?,-8.8%,-0.9,2.7%
CCOC(=O)C1CCN(C(=O)/C=C/c2ccc3c(c2)OCO3)CC1,15.6%,-7.0,-0.3%,4.2%,2.6%,7.7%,-1.2,4.0%
COc1cccc(C(=O)NCCN2CCC(n3c(=O)[nH]c4ccccc43)CC2)c1,2.8%,-2.4,-1.7%,27.8%,-6.4%,2.9%,0.2,-3.3%
CCN(CC)C(=O)CN(c1cccc(Br)c1)S(C)(=O)=O,-3.1%,0.9,-4.9%,-10.8%,4.6%,-22.7%,0.0,-6.2%
CCOc1cc(N2CCOCC2)c(OCC)cc1NC(=O)c1ccc(F)c(S(=O)(=O)N2CCOCC2)c1,-0.7%,11.6,11.8%,11.0%,10.4%,-5.8%,0.2,4.4%
CCc1cc2cc3c(cc2nc1SCC(=O)Nc1cc(C)on1)OCO3,1.4%[57.1 µM],0.3,14.9%,-10.9%,-8.5%,-5.1%,1.2,21.3%
CCOC(=O)c1ccc(N=Nc2c(C)[nH]n(-c3ccccc3)c2=O)cc1,5.4%,8.5,-7.8%,-17.1%,-6.0%,-7.3%,-0.1,-5.2%
Cc1cc(C(=O)COc2ccccc2Cl)c(C)n1-c1ccc2c(c1)OCO2,1.6%,-1.9,5.2%,3.6%,.,2.8%,0.0,-3.7%
COc1cccc(-c2nc(CS(=O)(=O)CC(=O)NCc3ccc4c(c3)OCO4)c(C)o2)c1,5.8%,-1.4,-15.9%,0.4%,36.8%,1.7%,-3.1,-0.2%
Cc1nn(C)cc1C(=O)NNC(=S)Nc1ccc(Cl)cc1,-0.9%,5.2,13.8%,-19.8%,13.9%,-11.6%,-0.9,6.3%
COc1cc2c3c([nH]c2cc1F)C(=O)NCC3,.,.,-7.3%,-13.6%,-12.9%,.,0.0,-4.5%
O=C(/C=C/c1cccc([N+](=O)[O-])c1)OCC(=O)N1CCCCC1,-0.9%,8.3,1.8%,-14.7%,-9.1%,-3.8%,2.3,-6.1%
Cc1ccccc1-n1c(SCC(=O)c2cc(C)n(C)c2C)nnc1-c1ccncc1,-13.1%,-6.5,1.0%,1.1%,?,-8.7%,4.2,12.0%
OCCN1CCN(CC/C=C2/c3ccccc3Sc3ccc(Cl)cc32)CC1,-0.1%,23.5,-13.4%,-14.0%,4.8%,5.6%,-0.5,-29.7%
CC(O)c1cc2c(cc1NC(=O)c1cnn3c1NC(c1ccco1)CC3C(F)(F)F)OCO2 (centres undefined),-28.4%,4.0,1.9%,-16.6%,-4.8%,-5.5%,-0.9,7.9%[9.22 µM]
CCn1c(CNC(=O)Cc2ccc(OC)cc2)nnc1SCC(=O)Nc1nccs1,-4.0%,.,5.4%,14.7%,?,-13.2%,-1.2,-19.8%
COc1cc(CC(=O)Nc2ccc3nc(C)sc3c2)cc(OC)c1OC,-7.0%,2.1,7.2%,-27.3%,-1.2%,-11.2%,-4.2,0.9%
Cc1ccc(C(=O)N2CCCC(N(C)Cc3ccccc3)C2)s1 (centres undefined),-22.4%,-1.9,-0.2%,21.7%,37.9%,-8.5%,-4.3,5.2%
C/C(=N/NC(=O)c1cccs1)c1cccc(N)c1,1.7%,-0.8,-4.3%,1.4%,-4.0%,-14.3%,-2.0,-4.1%
CCCc1nc2ccc(Cl)cn2c1Cc1cccc(Cl)c1,-1.2%,-5.5,5.2%,13.3%,-9.8%,-10.0%,0.2,-22.7%
CC[n+]1cccc(-c2nc3ccccc3s2)c1,4.4%,-6.6,4.1%,15.6%,7.2%,26.7µM*,-0.2,-9.3%
O=C1CC(N2CCC(c3nc4ccccc4o3)CC2)C(=O)N1c1cc(Cl)cc(Cl)c1 (centres undefined),-16.1%,10.6,7.8%,-27.4%,?,-2.2%,-0.8,-32.2%[inhibitor]
O=C(COC(=O)[C@H](Cc1ccccc1)NC(=O)c1cccs1)NC1CC1,-30.8%[57.1 µM],-4.5,7.7%,-6.3%,-1.3%,-7.8%,1.5,9.5%
CC(C)c1ccc(N2C(=O)/C(=C/N(C)C)SC2=S)cc1,20µM*,-27.0,-3.5%,-11.2%,20.5%,-21.3%,-0.1,18.1%
Nc1c(C(=O)c2ccccc2)oc2ccc(Br)cc12,4.4%,.,5.7%,-13.8%,23.9%,-5.3%,-3.7,9.6%
O=C(O)c1cc(N2CCCCC2)ccn1,2.9%,3.0,-11.2%,-1.2%,.,2.4%,-3.2,-2.2%
COC(CNC(=O)c1cnn2c(C)c(Cc3ccccc3)c(C)nc12)OC,-5.2%,2.0,1.2%,-7.1%,24.4%,-3.9%,-0.7,6.5%
COc1ccc(CNC(=O)CSc2nnc3nc(C)cc(C)n23)cc1OC,-5.1%,-0.3,-0.1%,3.1%,15.8%,2.6%,-1.1,3.8%
CN(C(=O)CC1C(=O)NCCN1Cc1ccc(F)cc1)C1CCOCC1 (centres undefined),7.3%,6.6,5.5%,-10.6%,25.8%,-6.3%,-0.4,12.7%
CC1(C(=O)OCC(=O)Nc2ccccc2)CC1(Cl)Cl (centres undefined),-0.5%,6.4,-2.3%,2.6%,-6.2%,-2.7%,-3.1,14.1%
NS(=O)(=O)c1ccc(CCNC(=O)c2ccncc2)cc1,14.0%,-0.4,10.0%,2.2%,4.7%,-26.2%,0.4,-0.6%
CCn1c(N2CCN(S(=O)(=O)c3ccc(OC)cc3)CC2)nc2ccccc21,-0.3%,0.0,7.2%,-0.9%,3.1%,-11.6%,-4.5,-9.5%
CC(Oc1ccccc1)C(=O)Nc1nnc(S(=O)(=O)N2CCCCC2)s1 (centres undefined),-6.2%,-1.7,12.0%,?,-6.9%,-13.5%,-2.2,13.9%
Cn1c2ccccc2c(=O)c2ccc(NCc3ccc4c(c3)OCO4)cc21,-10.7%,-5.5,6.0%,2.4%,28.5%,-13.4%,-0.6,-7.4%
O=C(N/N=C/c1ccc(-c2cccc([N+](=O)[O-])c2)o1)c1ccccc1O,-3.6%[11.6 µM],-3.8,-5.6%,10.4%,-8.6%,-15.3%,-1.7,-1.9%
NC(Cc1cccc2nsnc12)C(=O)O (centres undefined),11.1%,3.6,-4.3%,10.1%,6.7%,-5.5%,0.2,-16.9%
